# human PMI inhibition: inhibitors of human PMI, primary screen, biochemical, fluorescence intensity, coupled assay (AID 1209). purified PMI enzyme, coupled fluorescence intensity; higher % means a stronger effect. one-dose inhibition, % at 20 µM; IC50 in µM for titrated hits. actives 0.42% (n = 190,000);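 further: plate controls were DMSO vehicle for no effect and wells lacking substrate for full effect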
# PMI inhibition: MPI inhibition at elevated mannose 6-phosphate – biochemical, fluorescence intensity, high mannose 6-phosphate, primary screen (AID 1220). recombinant PMI enzyme, coupled fluorescence intensity; higher % means a stronger effect. one-dose inhibition, % at 20 µM; IC50 in µM for titrated hits. actives 0.66% (n = 190,000)
# MT stabilizer: stabilizes microtubules in HeLa cells; % tubulin-high responders, % at 10 µM; actives 0.83% (n = 200,000); HeLa tubulin immunostaining HCS, 24 h; share of cells brighter than vehicle mean+2SD;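 active means plate Z-score above 3 for both tubulin-high and condensed-nucleus cell shares, with cell loss under 80%, at 10 µM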;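 further: anti alpha tubulin signal scored within the nucleus-defined area of each cell; some results filed as inactive read as strong as hits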
# WT yeast gro inh: growth inhibition of WT yeast, mitochondrial fusion screen | mitochondrial fusion phenotypic screen, WT strain | inhibition, % at 10 µM | actives 2.1% (n = 190,000); in the data active means inhibition above about 58%; tested in S. cerevisiae
# Yfh1-depleted yeast: enhancers of respiration in Yfh1-depleted yeast, dose response, Friedreich's ataxia, plus single-dose screen (AID 1465); S. cerevisiae Yfh1-off respiration, WST-1 reduction, 72 h; higher fold induction means a stronger effect; actives 0.074% (n = 220,000); fold induction at 50 µM; hits with a dose series show EC50 in µM;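 active means fold induction of absorbance versus untreated yeast above a set limit, then at least 30% activation at any dose in follow-up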;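 further: activators that raise dye reduction in frataxin-depleted yeast; strong numbers were not always called active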
# Dynein cargo inh: blocks dynein driven cargo transport along microtubules; AID 1381; actives 0.47% (n = 220,000); 3617.4 mouse cells, GR-EGFP nuclear translocation imaging; test concentration mostly 20 µM; stimulated with dexamethasone, 1 µM; active compounds read low; z-score, hits read low;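 active means plate z-score of nuclear minus cytoplasmic receptor signal below a set negative limit, without overly bright fluorescence or cell loss, cut at about -3.5 in these data, passing the limit was not always enough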;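 further: z-score of nuclear minus cytoplasmic ring GR-EGFP intensity difference per well; some compounds called inactive have numbers as strong as hits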
#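 Buffer or medium – tet-free medium with charcoal-stripped serum · Signal – automated 10x imaging of fixed Hoechst-stained cells · Also added – dexamethasone agonist, 1.0 µM final, for 30 min · Incubation – induction 48 h, compound 1 h, agonist 30 min · Read-out – GR-EGFP nuclear translocation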
# Autophagy mod: autophagy modulation, high-content screen; MEF GFP-LC3 puncta imaging; test concentration mostly 10 µM; calls only at 10 µM (by protocol); actives 0.98% (n = 190,000);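 active means percentage of spot-positive cells more than 3 SD above its plate mean, without a fluorescence outlier flag or 80% toxicity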;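 further: spot-positive cell cutoff set from DMSO-treated cells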
# b-catenin transl: beta-catenin nuclear translocation modulation; HeLa beta-catenin nuclear translocation, immunofluorescence imaging; nuclear translocation activity, % at 5 µM; actives 0.3% (n = 190,000); AID 1665;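 active means nuclear translocation activity above 50% at 5 µM, with a well cell count of 50 or more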;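 further: per-cell ratio of nuclear to cytoplasmic median beta-catenin stain intensity; plate controls were DMSO negative control for no effect and GSK-3 inhibitor IX positive control for full effect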
#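 Test system: HeLa cells, endogenous beta-catenin; Compound: single 5 µM dose plus 0.02–20 µM confirmation series; Times: compound exposure 24 h at 37°C; Signal: fluorescence imaging of beta-catenin antibody stain plus DAPI; Read-out: % activation, nuclear-to-cytoplasmic median beta-catenin signal ratio per cell.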
# Ins promoter up: MIN6 insulin promoter up-regulation. MIN6 insulin promoter-GFP reporter, high-content imaging; active compounds read high. z-score at 5 µM. actives 0.3% (n = 190,000). AID 1625;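 active means z-score above 3 at 5 µM with at least 500 cells counted in the well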
# WT yeast gro inh mutant strain: further read-out of WT yeast gro inh, marked with its call; inhibition, %; mitochondrial fusion phenotypic screen, mutant strain inhibition
# Dynein cargo inh cytoplasmic EGFP: second read-out of Dynein cargo inh, no call of its own (marks repeat the call); z-score; measured here: cytoplasmic GR-EGFP intensity; active compounds read high
# Dynein cargo inh nuclear GR-EGFP: further read-out of Dynein cargo inh, marked with its call; z-score; measured here: nuclear GR-EGFP intensity;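 lower value marks the stronger effect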
# Dynein cargo inh cell count: further read-out of Dynein cargo inh, marked with its call; z-score; measured here: cell count per field
# Ins promoter up cell count: also measured in Ins promoter up; calls as there; cell count; measured here: cytotoxicity, nuclei count;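 total cells summed across four imaged fields per well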
# b-catenin transl cell count 5 µM: second read-out of b-catenin transl, no call of its own (marks repeat the call); cell count; measured here: cell count, cytotoxicity flag
# MT stabilizer Hoechst-high %: also measured in MT stabilizer; calls as there; % Hoechst-high responders; measured here: nuclear condensation Hoechst responders;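 share of cells brighter than vehicle mean plus two SD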
# MT stabilizer cytotoxicity %: further read-out of MT stabilizer, marked with its call; toxicity, %; measured here: cytotoxicity by cell density;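 0% = mean cell density of plate MIN control wells and 100% = no cells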
# Autophagy mod cell loss 18 h: recorded beside Autophagy mod, whose call it bears; toxicity, %; measured here: cell loss, nuclei count;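 cell loss after 18 h compound exposure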
# An asterisk follows results filed as active; i = inactive; / = no result given; + = active, no number. Unless noted, no stated cut-off is given here; in the data, active means inhibition above about 50%; inactive means the rest.
molecule,human PMI inhibition,PMI inhibition,MT stabilizer,MT stabilizer Hoechst-high %,MT stabilizer cytotoxicity %,WT yeast gro inh,WT yeast gro inh mutant strain,Yfh1-depleted yeast,Dynein cargo inh,Dynein cargo inh cytoplasmic EGFP,Dynein cargo inh nuclear GR-EGFP,Dynein cargo inh cell count,Autophagy mod,Autophagy mod cell loss 18 h,b-catenin transl,b-catenin transl cell count 5 µM,Ins promoter up,Ins promoter up cell count
C#CCOCCOCCOCCNc1nc(N2CCN(C(=O)Cn3cc(CCCCN)nn3)CC2)nc(N2CCN(C(=O)[C@H](C(C)C)n3cc(CCO)nn3)CC2)n1,-15.3%,-19.5%,4.2,1.0,1.7,1.3,-14.3,i,0.505,-0.262,0.543,0.678,i,16.3,-1.2,512,0.14,1260
COc1ccccc1-c1n[nH]c(=S)n1Cc1ccco1,-16.7%,-1.7%,3.0,1.2,7.1,4.8,9.7,i,0.948,-0.234,0.727,-0.554,i,7.3,2.0,1118,-0.77,1317
Cc1ccccc1C1CC(c2ccc(Br)cc2)Nc2nc(N)nn21 (stereo unspecified),-0.2%,-3.3%,6.0,1.9,6.5,-16.9,-15.9,i,-0.985,-0.241,-0.527,0.503,/,/,-2.2,1241,-0.47,1111
CCN(CC)c1ccc(/C=N/NC(=O)C(O)c2ccccc2)cc1 (stereo unspecified),5.4%,5.6%,2.2,2.6,5.7,12.3,1.4,i,-0.575,-0.231,0.105,0.649,i,1.5,2.0,999,-0.08,1401
CCOC(=O)C1CCCN(c2cc(=O)n(-c3ccccc3Cl)c(=O)[nH]2)C1 (stereo unspecified),4.5%,1.2%,3.1,2.4,9.6,11.2,2.5,i,0.274,-0.221,0.251,0.803,i,15.5,-0.7,1036,-0.27,1896
CC1CC(C)(C)NC(=S)N1CCC(=O)Nc1ccc2c(c1)OCCO2 (stereo unspecified),-9.7%,5.4%,6.1,2.9,2.9,4.8,11.8,i,-1.48,-0.327,-0.315,1.23,i,12.2,1.6,1118,-1.22,1280
COc1cc(/C=N/O)cc(Br)c1OS(=O)(=O)c1ccc(C)cc1,26.2%,22.1%,1.2,1.1,5.1,71.3*,30.6*,i,-0.862,-0.216,-0.83,0.994,i,1.9,-4.5,776,0.73,1139
C=C(C)Cn1c(=S)[nH]c2ccccc2c1=O,10.1%,7.8%,2.5,1.4,5.3,-13.0,-27.2,i,1.98,-0.229,0.893,-0.897,i,-9.2,0.0,992,-6.61,640
CCc1cc(C(=O)O)c(NC(=O)/C=C/c2ccc(OC)cc2)s1,/,/,/,/,/,/,/,i,0.535,-0.254,0.329,0.515,/,/,-0.6,1343,0.3,1084
COc1ccc(OC)c2c1sc(=NC(=O)c1cccc(N3C(=O)CCC3=O)c1)n2C,12.1%,10.3%,5.8,4.4,0.2,2.5,5.0,i,-0.494,-0.165,-0.13,-0.245,+,28.3*,-1.9,1133,-0.25,1614
CCn1c(SCC(=O)Nc2ccc(S(N)(=O)=O)cc2)nnc1-c1ccccc1OC,-4.5%,-7.1%,2.8,1.9,6.1,-9.3,-4.3,i,-0.575,-0.0631,-0.484,0.299,i,2.5,0.0,1356,-1.2,1677
COc1cc2cc(CN(Cc3cccs3)C(=S)Nc3cccc(C)c3)c(=O)[nH]c2cc1OC,15.4%,2.6%,2.5,3.4,5.9,-1.3,-2.7,i,-0.629,-0.322,-0.747,1.29,i,21.9,-0.8,980,/,/
O=C(NC(=S)Nc1ccc(CN2CCOCC2)cc1)c1cccc([N+](=O)[O-])c1,15.4%,1.6%,1.6,1.9,3.9,3.7,18.6,i,-0.426,-0.249,-0.234,0.62,i,-4.6,-1.9,923,0.71,1365
CC1(C)CC(=O)C(C=NCCN2CCN(C3CC(=O)N(c4ccc(Cl)c(Cl)c4)C3=O)CC2)=C(O)C1 (stereo unspecified),5.4%,1.0%,1.1,1.3,3.7,-6.1,-12.3,i,-0.332,-0.294,0.276,0.486,i,-2.9,0.2,1025,-0.41,1448
CC(NC(=O)c1ccco1)C(c1cccs1)N1CCN(c2ccccc2)CC1 (stereo unspecified),23.3%,18.2%,3.0,1.6,6.5,10.7,11.3,i,-0.739,-0.195,-0.29,0.244,i,-4.9,0.2,1034,1.13,2143
CC(=O)c1cccc(NC(=O)COC(=O)C2=COCCO2)c1,-9.0%,-2.4%,2.9,2.5,8.9,-1.4,1.5,i,-0.717,-0.283,-0.137,-0.336,i,0.8,-0.5,1070,-0.39,1377
Cc1ccc(C(=O)N[C@H](C(=O)OCc2cc(=O)oc3cc(C)ccc23)C(C)C)cc1,2.3%,9.6%,4.3,2.9,4.2,-8.2,-0.1,i,-0.654,-0.27,-0.402,0.591,i,-2.4,0.0,1097,-0.27,1507
COc1ccccc1NC(=O)CCCC(=O)OCC(F)(F)C(F)F,8.8%,3.2%,2.4,0.8,5.6,0.6,-7.0,i,1.05,0.49,1.04,-0.939,i,-6.6,-3.6,1163,0.53,794
CC(C)(C)OC(=O)N1CCC[C@H]1c1nnc(SCc2c(F)cccc2Cl)o1,4.1%,3.6%,5.3,3.0,3.8,-2.7,-12.3,i,0.0941,-0.241,-0.58,-0.671,i,24.1,-1.5,1083,/,/
Nc1ccc2nc(SCC(=O)N3CCOCC3)sc2c1,7.8%,38.7%,2.8,2.1,3.8,8.9,-1.9,i,2.85,0.0784,2.28,-2.43,i,4.5,0.3,1451,1.16,1581
COc1ccc(OC)c(NC(=O)c2c3c(nc4ccccc24)CCC3)c1,-2.6%,-0.5%,1.2,1.9,7.4,-7.1,-3.2,i,-0.284,-0.211,-0.453,0.32,i,-9.0,/,/,/,/
N#CC(c1ccccc1)c1ccc2c(C(F)(F)F)cc(C(F)(F)F)nc2n1 (stereo unspecified),-0.3%,0.5%,3.0,0.5,22.0,73.9*,68.8*,i,-0.0731,0.82,-0.0933,0.242,i,8.3,/,/,0.41,916
Cc1ccc2oc(-c3cccc(NC(=O)Cn4cnc5c(=O)n(C)c(=O)n(C)c54)c3)nc2c1,2.9%,-10.3%,2.0,1.3,5.1,-59.2,2.6,i,-1.22,-0.174,-0.757,-0.0709,i,2.2,-0.4,1077,-2.61,1423
COc1ccc(S(=O)(=O)/N=C2/NC(=O)/C(=C\c3cc(OC)c(OC)cc3[N+](=O)[O-])S2)cc1,12.9%,7.2%,1.8,1.9,8.0,-12.5,9.1,i,-0.23,0.0438,-0.011,0.599,i,-2.0,-7.7,1220,0.13,866
CC(=O)N1N=C(c2ccc(Br)cc2)OC1(C)CC(=O)Nc1ccccc1 (stereo unspecified),16.5%,10.4%,4.5,2.6,4.7,6.6,2.3,i,0.528,-0.278,0.37,-0.316,i,6.3,-0.7,1113,-2.24,1293
Cc1ccc(OCc2nc(-c3ccccn3)no2)cc1,2.6%,3.4%,0.8,1.0,19.6,-8.9,-1.3,i,-1.41,-0.382,-0.687,0.998,i,-8.4,/,/,0.34,925
COc1ccccc1-n1c(SCC(=O)N2CCc3ccccc32)nc2c(c1=O)SCC2,8.1%,6.7%,2.0,3.5,9.9,-21.2,-13.3,i,-0.25,-0.227,-0.121,-0.158,i,4.2,0.2,1093,/,/
O=C(NC1CCCCC1)C(c1ccc2ncccc2c1)N(Cc1ccccc1)C(=O)c1ccc2c(c1)OCCO2 (stereo unspecified),21.7%,20.2%,5.2,2.4,2.3,7.9,-6.0,i,-0.92,-0.15,-0.555,0.952,i,-29.7,-0.6,992,0.84,1868
O=C(COC(=O)Cc1n[nH]c(=O)c2ccccc12)Nc1cccc(C(F)(F)F)c1,-8.8%,-2.6%,2.1,3.3,5.4,-5.3,-0.8,i,-1.18,-0.338,-0.238,0.883,i,-4.6,0.9,1044,0.58,1115
Cn1c(=O)n(C)c2cc([N+](=O)[O-])c(N3CCN(C(=O)c4cccc(Cl)c4)CC3)cc21,10.8%,1.6%,5.0,3.5,9.6,-6.0,-0.6,i,-0.289,-0.147,-0.281,-0.0215,i,3.6,-1.3,1230,-0.61,1318
O=C(Nc1ccc(NC(=S)NC(=O)c2ccccc2F)cc1)c1cccs1,9.4%,2.4%,2.7,3.8,5.5,62.8*,31.2*,i,1.16,-0.249,0.465,-1.92,i,-2.7,-0.3,1127,-0.74,1115
CC1CN(c2oc(-c3ccccc3Cl)nc2C#N)CC(C)O1 (stereo unspecified),5.2%,4.8%,4.6,3.0,0.0,-2.6,-9.6,i,-0.521,-0.145,0.137,-0.238,i,14.7,1.4,1186,-0.15,1418
O=C(CCCCCN1C(=O)CCC1=O)Nc1ccc(Cl)c(C(F)(F)F)c1,4.8%,-3.7%,1.2,1.3,4.2,-4.5,-32.9,i,-0.642,-0.207,-0.28,0.109,i,-1.8,0.9,1070,-0.57,774
CC(=O)c1sc2ccccc2c1OC(=O)c1ccco1,0.4%,1.8%,10.3,1.2,6.3,2.8,7.4,/,0.41,-0.361,0.318,-0.182,i,4.4,-1.6,1100,-1.79,904
CCCCCOC(=O)CSc1n[nH]c(=O)[nH]c1=O,8.3%,6.3%,1.4,1.9,7.3,18.9,15.9,i,-0.671,0.441,-0.135,0.134,i,-14.1,0.8,1051,-1.38,867
